# TNAP inh hi DEA: inhibitors of human TNAP at high phosphate acceptor concentration; purified TNAP, CDP-star luminescence, 1 M DEA; inhibition, % at 20 µM; hit rate 0.03% among 200,000; AID 1135;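 active = over 50% inhibition of tissue-nonspecific alkaline phosphatase at 20 µM in the single-dose screen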;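 also: plate controls were DMSO wells for no effect and EDTA-quenched wells as full inhibition for full effect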
# Target sequence (P05186 whole entry, looked up): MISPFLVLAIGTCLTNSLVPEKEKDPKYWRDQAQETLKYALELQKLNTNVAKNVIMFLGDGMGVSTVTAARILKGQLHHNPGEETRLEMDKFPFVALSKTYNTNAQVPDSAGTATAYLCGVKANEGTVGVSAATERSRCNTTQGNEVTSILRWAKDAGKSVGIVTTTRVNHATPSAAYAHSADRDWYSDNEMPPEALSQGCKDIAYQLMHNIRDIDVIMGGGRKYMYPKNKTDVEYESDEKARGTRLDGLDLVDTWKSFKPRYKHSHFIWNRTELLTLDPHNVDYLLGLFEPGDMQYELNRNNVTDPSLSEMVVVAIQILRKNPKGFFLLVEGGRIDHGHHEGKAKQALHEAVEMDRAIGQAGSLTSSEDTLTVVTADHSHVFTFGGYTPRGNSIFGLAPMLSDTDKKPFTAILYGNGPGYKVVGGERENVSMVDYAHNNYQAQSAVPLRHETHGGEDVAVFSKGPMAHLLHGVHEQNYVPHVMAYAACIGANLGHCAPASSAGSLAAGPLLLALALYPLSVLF
# TNAP act hiacc: TNAP (human) activation, high acceptor; P05186; purified TNAP, CDP-star luminescence, 1 M DEA, 30 min; hits give high values; 0 = EDTA background, 1 = DMSO-only activity; activation factor at 20 µM; 200,000 tested, under 10 active;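 active = activation factor at least 2 at 20 µM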
#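 Measured by: Luminescent substrate turnover signal | Test system: Human TNAP | Input: TNAP 1/800 final | Dosing: 20 µM single point | Schedule: 30 min, room temperature | Controls: EDTA wells as negative control, DMSO wells as positive control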
# Diaph inh CS: inhibits diaphorase or chemically oxidizes, flagging diaphorase assay artifacts. diaphorase resazurin-to-resorufin fluorescence, NADH, 16 min; bacterial (C. kluyveri) enzyme, not human. inhibition, % at 20 µM. hit rate 0.69% among 190,000. AID 1217;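 active = primary screen inhibition at 20 µM above a set limit, cut at about 50% in these data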;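 also: plate controls were DMSO with full reaction for no effect and wells lacking NADH for full effect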
#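 Detection: fluorescence of resorufin formed from resazurin, Ex 544/Em 590 nm; test system: Clostridium kluyveri diaphorase enzyme; amount: 0.14 U/mL diaphorase, enzyme working solution; times: 16-min room-temperature incubation before reading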
# G6PDH counter: L. mesenteroides G6PDH inhibition counter-screen; inhibition, % at 5 µM; hit rate 0.12% among 200,000; Purified L. mesenteroides G6PDH, diaphorase/resazurin coupled fluorescence, 45 min; AID 1020; in the data active = inhibition above about 50%
# Diaphorase act: diaphorase activation or chemical reduction counter-screen | Diaphorase/resazurin coupled assay, resorufin fluorescence, 16 min; hits give high values; 1 = vehicle wells, 0 = NADH-free wells | activation factor at 20 µM | hit rate 0.005% among 190,000;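 active = diaphorase activity raised at least twofold by the compound at 20 µM; inactive = activation factor below 2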
#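 Material: Purified diaphorase enzyme from Clostridium kluyveri | Buffer or medium: 50 mM HEPES pH 7.4 with 4.542 mM MgCl2, 0.005% Tween 20 | Times: 16 min enzyme reaction, ambient temperature | Signal: Red resorufin fluorescence at 544/590 nm excitation/emission | Measure: Increased resorufin signal from activators or reducing compounds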
# Efa HMGR inh: inhibitors of class II HMG-CoA reductase from Enterococcus faecalis. inhibition, % at 10 µM. purified E. faecalis HMGR, NADPH absorbance 340 nm kinetic. hit rate 0.41% among 190,000;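 active = inhibition above a set limit, the median over all tested compounds plus 3 SD, cut at about 9.5% in these data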;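 also: enzyme runs in reverse so mevalonate oxidation gives rising NADPH absorbance; 0% = complete reaction with DMSO and 100% = background rate lacking mevalonate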
# TNAP inh noacc: TNAP (human) inhibition, acceptor-free conditions; purified TNAP, CDP-star luminescence, 30 min; inhibition, % at 20 µM; P05186; hit rate 0.26% among 200,000;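 active = tissue-nonspecific alkaline phosphatase inhibition above about 50% at 20 µM in the single-dose screen, limit read from the data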;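 also: 0% = DMSO negative control and 100% = EDTA positive control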
# PMI act: activators of human phosphomannose isomerase; P34949; activation factor at 20 µM; purified human PMI, coupled resazurin fluorescence, 20 min; hits give high values; 1 = vehicle control, 0 substrate-free wells; hit rate 0.005% among 190,000; AID 1214;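 active = activation factor of 2 or more at 20 µM, relative to plate controls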
# Target sequence (P34949 whole entry, looked up): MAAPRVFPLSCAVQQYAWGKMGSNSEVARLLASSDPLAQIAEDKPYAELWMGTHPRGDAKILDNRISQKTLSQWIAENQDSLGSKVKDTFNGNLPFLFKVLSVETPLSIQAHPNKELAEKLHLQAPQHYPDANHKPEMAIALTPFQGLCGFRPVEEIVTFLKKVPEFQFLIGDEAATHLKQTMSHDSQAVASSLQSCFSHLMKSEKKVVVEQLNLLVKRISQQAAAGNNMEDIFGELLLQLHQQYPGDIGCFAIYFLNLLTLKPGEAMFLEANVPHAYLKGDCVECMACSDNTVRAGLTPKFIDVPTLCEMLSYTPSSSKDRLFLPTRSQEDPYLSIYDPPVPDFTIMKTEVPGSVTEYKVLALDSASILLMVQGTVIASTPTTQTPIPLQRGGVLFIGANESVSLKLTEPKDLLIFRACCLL
# FLuc stim CS: affects firefly luciferase, flagging false hits in luciferase stimulation screens; ATPlite luciferase biochemical, luminescence, 10 min; 0 = ATP-free wells, 1 = DMSO control; activation factor at 10 µM; 200,000 tested, under 10 active;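 active = luciferase activation factor, scaled between plate controls, of at least 2 with compound at 10 µM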
#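 System: cell-free luciferase reagent; medium: PBS as buffer for the ATP substrate; doses: test compounds dosed from 2 mM stocks in 100% DMSO; incubation: 10 min, room temperature; measured by: luminescence from luciferase reaction; read-out: luciferase activation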
# PMI act hi M6P: PMI (human) activation, high substrate. P34949. coupled PMI enzyme assay, resazurin fluorescence, 20 min; hits give high values; 1 = untreated enzyme, 0 = substrate-free blank. activation factor at 20 µM. hit rate 0.34% among 190,000. AID 1216;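 active = activation factor of 2 or more at 20 µM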
#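 Material: human phosphomannose isomerase with PGI, G6PDH, diaphorase coupling enzymes. Quantity: 15 ng/mL PMI. Medium: HEPES pH 7.4 buffer with MgCl2 and Tween-20. Reagent: Near-saturating mannose-6-phosphate, 1.0 mM. Compound: 20 µM single dose. Times: enzyme reaction with compound 20 min at room temperature. Detection: resorufin fluorescence at Ex 544/Em 590 nm.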
# An asterisk follows results filed as active.
SMILES,TNAP inh hi DEA,TNAP act hiacc,Diaph inh CS,G6PDH counter,Diaphorase act,Efa HMGR inh,TNAP inh noacc,PMI act,FLuc stim CS,PMI act hi M6P
Cc1nc(N2CCN(c3ccccn3)CC2)c2c(C)c(C(=O)Nc3ccc(F)cc3)sc2n1,-5.0,1.1,19.1,-1.9,0.8,1.7,-11.1,0.9,1,0.9
CCOC(=O)Cc1cc(-c2ccc(F)cc2)nc2ccc3ccccc3c12,-2.3,1,7.8,-12.0,0.9,-5.3,-4.6,0.9,1,1
COc1ccc(NC(=O)N2CCOCC2)cc1OC,2.5,1,4.4,0.3,1,-0.9,-7.2,1,1.1,1
CC(C)NC(=O)NC(=O)COC(=O)CCCSc1nc2ccccc2s1,-0.2,1,10.6,-11.5,0.9,0.4,6.3,0.9,1,1
CC(C)(C)NC(=O)CSc1n[nH]c(=O)n1-c1ccccc1,-1.1,1,13.4,7.0,0.9,-1.1,3.1,0.9,1.1,0.9
CCOC(=O)c1c(C)nc2sc3c(=O)n(-c4ccc(OC)cc4)cnc3c2c1-c1ccc(OC)cc1,3.6,1,3.9,25.8,1,-4.7,0.5,0.9,1,1
CC(=O)N1CCc2cc(S(=O)(=O)N3CCc4ccccc4C3)ccc21,-3.0,1,-7.1,3.8,1.1,0.4,-8.5,1.1,1,1.1
CCn1c(Cc2ccccc2)nnc1SCC(=O)N1CCCCC1,-1.2,1,1.9,-3.8,1,5.3,-9.7,1,1,1.1
O=C(CSc1n[nH]c(-c2ccncc2)n1)NCCc1ccccc1,-3.9,1,6.7,-6.5,0.9,-1.1,-5.9,1,1.1,1
C/C(=N/NC(=O)c1ccc(C)s1)c1cccc(NC(=O)COc2ccc(Cl)cc2Cl)c1,-11.1,1.1,4.4,14.2,1,1.6,9.8,1,0.8,1
CCCCCc1c(C)nc(Nc2ccccc2)[nH]c1=O,0.4,1,12.5,-23.4,0.9,-0.3,7.0,0.9,1.1,0.9
N#Cc1c(-c2ccccc2)nc(SCC(=O)N(c2ccccc2)c2ccccc2)[nH]c1=O,-3.1,1,8.9,-7.3,0.9,-2.9,-9.0,1,1,1.1
CCC(c1nnnn1Cc1ccc(OC)cc1)N1CCN(c2ccc(OC)cc2)CC1 (stereo not drawn),-1.1,1,9.3,9.5,0.9,-1.7,-0.3,1,1,1
O=c1c2oc3ccccc3c2ncn1Cc1ccccc1Cl,-6.3,1.1,23.0,-0.3,0.8,-1.2,-8.2,0.8,1,0.9
O=C(CSc1nccn1-c1ccccc1)NCc1ccc2c(c1)OCO2,3.6,1,10.8,3.2,0.9,-4.6,-13.2,1,1,0.9
N/C(=N/S(=O)(=O)c1ccccc1)c1cccc([N+](=O)[O-])c1,-5.1,1.1,13.8,4.6,0.9,1.8,-13.7,1,1.1,1
CCN(c1ccccc1)S(=O)(=O)c1ccc(OC)c(NC(=O)CNCCc2ccccc2)c1,-9.1,1.1,-1.5,7.5,1,-9.5,-12.8,0.9,1,0.9
CC1(C)CC(N(Cc2ccccc2)C(=O)Cc2ccccc2)CCO1 (stereo not drawn),-1.3,1,9.5,8.8,0.9,-0.7,-5.3,1,1.1,1
Cc1ccsc1/C=N/NC(=O)CN1CCN(S(=O)(=O)c2ccc(Br)cc2)CC1,0.9,1,10.7,-12.8,0.9,0.9,-9.9,1.1,1.1,1.1
O=C(CCCN1C(=O)c2cccc3cccc(c23)C1=O)NCc1cccs1,-4.1,1,-8.1,-4.1,1.1,0.9,-6.5,1.1,1,1

# Three compounds picked at random from the list so far:
SMILES,TNAP inh hi DEA,TNAP act hiacc,Diaph inh CS,G6PDH counter,Diaphorase act,Efa HMGR inh,TNAP inh noacc,PMI act,FLuc stim CS,PMI act hi M6P
CC(C)(C)NC(=O)CSc1n[nH]c(=O)n1-c1ccccc1,-1.1,1,13.4,7.0,0.9,-1.1,3.1,0.9,1.1,0.9
CC(=O)N1CCc2cc(S(=O)(=O)N3CCc4ccccc4C3)ccc21,-3.0,1,-7.1,3.8,1.1,0.4,-8.5,1.1,1,1.1
Cc1nc(N2CCN(c3ccccn3)CC2)c2c(C)c(C(=O)Nc3ccc(F)cc3)sc2n1,-5.0,1.1,19.1,-1.9,0.8,1.7,-11.1,0.9,1,0.9

# Further entries follow.
SMILES,TNAP inh hi DEA,TNAP act hiacc,Diaph inh CS,G6PDH counter,Diaphorase act,Efa HMGR inh,TNAP inh noacc,PMI act,FLuc stim CS,PMI act hi M6P
CCN1CCN(c2nc(C)c3c(n2)CCCC3=O)CC1,-3.2,1,0.2,5.4,1,-2.7,-9.7,1,1,1
Cc1c(C(=O)NCc2ccccn2)oc2ccccc12,-1.0,1,3.6,0.4,1,0.6,-8.0,0.9,1,1
CCOC(=O)Cc1c(C)nc2cc(-c3ccc(C)cc3)[nH]n2c1=O,-3.3,1,16.1,10.5,0.8,-4.8,-1.6,0.8,0.9,0.8
CCCCOC(=O)C1Cc2ccccc2C(=O)O1 (stereo not drawn),-3.3,1,3.2,-2.4,1,-6.1,-15.5,1,1,1.1
COc1ccc(/C=N/NC(=O)c2ccc(CSc3nc(C)cc(C)n3)cc2)c(OC)c1OC,-5.0,1.1,5.3,-4.5,0.9,-1.1,-3.8,1,1,1
CCn1c(SCC(=O)c2[nH]c(C)c(C(C)=O)c2C)nnc1-c1cccs1,-0.1,1,13.7,1.3,0.9,3.3,-5.7,1,1.1,1.1
COc1ccc(-n2cc(C(=O)c3cc4ccccc4oc3=O)c(C(C)=O)n2)cc1,1.7,1,35.6,14.4,0.6,-2.8,-7.7,0.8,1,0.8
COc1ccc(-n2cnnc2SCC(=O)N(C)C2CCS(=O)(=O)C2)cc1 (stereo not drawn),-8.9,1.1,15.1,1.4,0.8,-6.2,-17.6,1,1.1,1
COc1ccc2c(CC(=O)OCC(=O)Nc3ccccc3[N+](=O)[O-])coc2c1,-3.8,1,16.2,3.8,0.8,-0.2,-2.1,1,1,0.9
CCOCC(=O)N1CCN(c2cccc(Cl)c2)CC1,-2.1,1,8.2,11.5,0.9,1.0,0.6,1,1.1,1
CC(C)N(C(=O)Cn1cc(SCC(=O)N2CCCC2)c2ccccc21)C(C)C,-4.5,1,14.1,-0.5,0.9,1.8,-12.4,1,1.1,1
COc1ccccc1NC(=O)CCN1C(=O)c2ccccc2S1(=O)=O,-1.7,1,17.7,5.5,0.8,-11.4,-4.8,1,1.1,1
COc1cccc(CN(C)CC(=O)Nc2c(C)cccc2C(C)C)c1,-1.4,1,13.4,3.2,0.9,-2.5,-11.5,0.9,1,0.9
O=C(Cn1c(=O)sc2ccccc21)Nc1ccccc1C(=O)O,-7.9,1.1,15.8,3.0,0.8,-1.1,-11.2,1.1,1,1.1
CCOc1ccc(CNC(=O)C2CCCN(S(C)(=O)=O)C2)cc1OC (stereo not drawn),-4.9,1,14.9,-3.9,0.9,0.0,-8.8,0.9,0.8,0.9
O=Cc1cn(CC(O)CN2CCCCC2)c2ccccc12 (stereo not drawn),-2.9,1,7.8,16.1,0.9,-6.9,-11.3,1,1.1,1.1
NC(=O)NOCc1ccccc1,-3.1,1,-10.8,3.9,1.1,-4.9,-8.1,1.1,1,1.1
COCc1c(C(=O)OCC(=O)N2c3ccccc3NC(=O)C2(C)C)oc2ccccc12,-2.4,1,7.5,6.9,0.9,-5.4,-9.2,0.9,1,0.9
CC1=C(C(=O)OCC(C)C)C23C(=O)c4ccccc4C2(O1)OC(N)=C3C#N (stereo not drawn),-6.0,1.1,20.4,3.4,0.8,-0.7,-15.4,0.9,1.1,0.8
Cc1cc(C)cc(N(C(=O)c2ccc3c(c2)OCO3)C2C=CS(=O)(=O)C2)c1 (stereo not drawn),-2.2,1,2.6,5.3,1,-4.3,-9.4,0.9,1,0.9
O=C(Nc1ccc(F)cc1)N1CCc2ccccc2C1,1.5,1,9.4,10.5,0.9,-5.3,-1.9,0.9,0.9,1
CCCC(=O)Oc1ccc(-c2nccc(C(OC)OC)n2)cc1,-3.1,1,-0.9,13.4,1,-3.9,-9.8,1,0.8,1
NC(=S)N/N=C/c1ccc([N+](=O)[O-])cc1,-3.7,1,30.4,3.6,0.7,-3.7,-5.6,0.9,1,0.9
COc1ccc(Cl)cc1N(C(C)C(=O)O)S(C)(=O)=O (stereo not drawn),-3.7,1,17.1,0.0,0.8,0.1,-9.1,0.9,1,0.8
COc1ccc(CNC(=O)C2CCNCC2)cc1,-6.3,1.1,-2.6,9.9,1,-5.6,-9.8,0.9,1,0.9
CN(C)C(=O)c1cc(C(=O)c2ccccc2Cl)c[nH]1,0.6,1,1.1,10.6,1,-0.6,-0.9,0.9,1,0.9
Cc1c(C(=O)N(C)C)sc2nc(-c3ccccn3)[nH]c(=O)c12,-4.2,1,17.5,17.0,0.8,-7.2,-202.3,0.8,0.9,0.9
O=C(CN1CCC(n2nnc3cc(C(F)(F)F)ccc32)CC1)Nc1ccc2c(c1)OCCO2,-9.4,1.1,4.6,4.2,1,-8.4,-9.2,1,1,1
CCCN(CCC)CCCNC(=S)Nc1ccc2nc(N3CCCC3)cc(C)c2c1,-3.1,1,-44.7,-1.0,1.4,0.6,-4.5,0.9,1,0.9
CCOC(=O)C1=C2SCC(=O)N2C(N)=C(C#N)C1,-5.0,1.1,48.5,-5.2,0.5,-2.5,-15.0,0.8,1.1,0.9
O=C(c1ccc2nc(N3CCOCC3)sc2c1)N1CCC(Cc2ccccc2)CC1,-5.2,1.1,-2.2,21.5,1,-7.7,7.8,1,1.1,1
COC(=O)c1ccc(NS(=O)(=O)c2ccc3c(c2)oc(=O)n3C)cc1,-6.8,1.1,28.4,4.7,0.7,-3.0,-18.7,0.9,1,0.8
CCOC(=O)c1c(C)[nH]c(N=Nc2ccc(C)cc2C)c1C,7.9,0.9,16.3,7.1,0.8,-0.2,11.5,0.9,1,1
Cc1ccc(Cn2nnc3c(=O)[nH]c(C4CCCN(C(=O)Nc5ccc(F)cc5F)C4)nc32)cc1 (stereo not drawn),0.5,1,9.0,11.5,0.9,1.5,-3.3,0.9,1,0.9
CCc1nc(Sc2nc(C)cc(C)n2)c2oc3ccccc3c2n1,-6.4,1.1,25.1,-0.7,0.7,1.6,-8.5,0.9,1.1,0.9
Cc1ccc(S(=O)(=O)N2CCC(C(=O)N[C@H](C(=O)NCc3ccco3)C(C)C)CC2)cc1,-8.8,1.1,12.4,-2.0,0.9,-7.8,-16.2,1,1,1
